TEAD-YAP block – TEAD-YAP interaction inhibition, primary screen, TEAD-YAP interaction inhibitor project, luminescence, HEK-TIYL cells. inhibition, % at 9.12 µM. TEAD-Gal4/YAP UAS-luciferase luminescence. actives 1.4% (n = 640,000); in the data active = inhibition above about 32%;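 note: 0% = median of test compound wells and 100% = reference inhibitor wells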
GPR151 ag – activators of human GPR151, primary screen, cell-based, PathHunter beta-arrestin, luminescence; actives 1% (n = 650,000); PathHunter beta-arrestin GPR151 cells; G-protein coupled receptor 151 (Homo sapiens), Q8TDV0; activation, % at 11.2 µM; in the data active = activation above about 4.9%;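 note: 0% = median of compound wells and 100% = cells with positive control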
Target sequence (Q8TDV0 whole entry, looked up): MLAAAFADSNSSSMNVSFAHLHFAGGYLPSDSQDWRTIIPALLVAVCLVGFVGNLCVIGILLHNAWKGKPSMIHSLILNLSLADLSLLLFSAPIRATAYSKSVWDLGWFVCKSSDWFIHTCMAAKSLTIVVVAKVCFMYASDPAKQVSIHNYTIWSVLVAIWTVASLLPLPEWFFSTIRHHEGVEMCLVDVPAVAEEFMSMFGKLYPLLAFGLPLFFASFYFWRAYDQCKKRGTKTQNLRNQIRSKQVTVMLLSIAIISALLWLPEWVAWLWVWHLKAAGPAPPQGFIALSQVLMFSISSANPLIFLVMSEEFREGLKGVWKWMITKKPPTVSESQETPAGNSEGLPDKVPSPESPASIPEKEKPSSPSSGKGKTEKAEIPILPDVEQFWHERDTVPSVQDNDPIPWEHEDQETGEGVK
MITF inh – MITF inhibitors, primary screen, biochemical, AlphaScreen, human | Microphthalmia-associated transcription factor (Homo sapiens), O75030 | AlphaScreen MITF homodimerization, bead proximity signal | inhibition, % at 2.6 µM | actives 0.91% (n = 650,000) | AID 1259374, 2018; in the data active = inhibition above about 50%;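 note: 0% = vehicle wells with protein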
Target sequence (O75030 whole entry, looked up): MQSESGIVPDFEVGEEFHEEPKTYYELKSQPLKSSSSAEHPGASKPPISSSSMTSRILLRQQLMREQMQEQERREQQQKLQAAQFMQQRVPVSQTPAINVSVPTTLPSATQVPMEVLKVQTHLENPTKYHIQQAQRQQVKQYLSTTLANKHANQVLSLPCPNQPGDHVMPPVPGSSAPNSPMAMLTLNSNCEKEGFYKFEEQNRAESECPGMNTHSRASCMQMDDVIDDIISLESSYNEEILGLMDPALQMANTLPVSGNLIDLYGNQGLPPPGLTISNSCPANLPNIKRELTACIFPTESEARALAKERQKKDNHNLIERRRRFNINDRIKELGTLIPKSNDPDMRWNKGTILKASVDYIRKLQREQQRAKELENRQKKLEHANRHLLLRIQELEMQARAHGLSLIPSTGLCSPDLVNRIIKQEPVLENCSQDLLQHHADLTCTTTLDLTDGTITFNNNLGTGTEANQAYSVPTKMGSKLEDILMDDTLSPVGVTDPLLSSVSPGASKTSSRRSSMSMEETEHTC
FBW7 activator – FBW7 E3 ligase activators, primary screen, biochemical, AlphaScreen, human | AlphaScreen FBW7–phospho-cyclin E peptide binding, activator screen | F-box/WD repeat-containing protein 7 (Homo sapiens), Q969H0 | normalized activity (activation), % at 26.1 µM | actives 0.13% (n = 650,000); in the data active = normalized activity above about 1.9%;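 note: purified mutant Fbw7 with reduced substrate affinity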
* marks the source's active call; other numbers are inactive results; / = not tested or not shown; & = joins results of further samples.

SMILES	TEAD-YAP block	GPR151 ag	MITF inh	FBW7 activator
c1ccc2c(c1)Nc1ccccc1C2NNC1c2ccccc2Nc2ccccc21	69*	0.4	0	-0.2
COc1ccc(CN2CCN(Cc3ccccc3C)CC2)c(OC)c1	10	0.0	83*	0.1
CC1CCC(Nc2nnnn2-c2ccccc2)CC1 (centres undefined)	4	-0.3	-8	0.0
COCCn1c(=NC(=O)c2ccc(OC)cc2)sc2cc(OC)ccc21	0	0.5	1	0.0
CC(C)(C)C(=O)CNS(=O)(=O)c1ccc(S(=O)(=O)NC2CC2)cc1	-2	0.8	4	0.1
CCCCn1c(SCC(=O)Nc2ccc(C(C)=O)cc2)nnc1-c1ccoc1C	-10	0.0	6	-0.1
Cc1ccc(Cn2nnc3c(=O)n(Cc4cccc(F)c4)cnc32)cc1	-1	0.1	-2	-0.1
O=C(NC12CC3CC(CC(C3)C1)C2)C1CC(=O)N(c2ccccc2)C1 (centres undefined)	-17	-0.6	-12	0.0
CC(O)c1ccc(NC(=O)c2cnn3c2NC(c2ccco2)CC3C(F)(F)F)cc1 (centres undefined)	-4	0.2	1	-0.1
Cc1nc2nc(SCC(=O)N3CCOCC3)nn2c(C)c1Cc1c(F)cccc1Cl	-3	1.0	-5	-0.2
Cc1ccc(C(=O)Nc2ccc(S(=O)(=O)N3CCCCC3c3cccnc3)cc2)cc1 (centres undefined)	12	-1.1	-17	-0.1
CCN1CCN(C(=O)Cn2c(=O)oc3cc(S(=O)(=O)N4CCCCC4)ccc32)CC1	-3	0.0	-9	0.0
COc1ccc(C(C)(C)C)cc1NC(=O)CSc1nc(C)cs1	2	-0.7	-4	0.2
COc1cc(NS(=O)(=O)c2ccc(NC(=O)c3ccc(OC)c(Br)c3)cc2)nc(OC)n1	-12	-0.6	-2	0.2
CCCCCC(=O)Nc1ncc2c(n1)CC(c1ccco1)CC2=O (centres undefined)	0	2.6	1	-0.1
COc1ccc(-c2noc(-c3ccccc3F)n2)cc1OC	-65	0.6	15	0.1
O=C(COc1ccc(Cl)cc1)Nc1ccc(Br)cn1	-15	1.4	9	0.2
CCOC(=O)c1cnc2c(C)c(Cl)ccc2c1Nc1ccc(OCC)cc1	-3	0.0	-6	-0.1
C=CCOC(=O)C1=C(C)N(C)C(=O)NC1c1cc2c(cc1Br)OCO2 (centres undefined)	2	-1.2	12	0.0
Cc1ccc2sc(NNC(=O)c3ccc(N(C)C)cc3)nc2c1C	1	0.6	-5	0.0
O=C(CCCN1CCC(O)(c2ccc(Cl)cc2)CC1)c1ccc(F)cc1	-8&3&4	-1.8&-0.8&-0.4&0.0&0.1	-17&0&2&8&0	0.0&0.0&1.2&-0.1&-0.1
CCC(c1nnnn1CCc1ccccc1)N1CCN(C)CC1 (centres undefined)	0	2.6	8	0.1
CCCCC1(C(=O)OCC)CC(SC(=N)N)OC1=O (centres undefined)	-6	-0.3	14	1.6
CCn1c(C)c(C=O)c2cc([N+](=O)[O-])ccc21	11	1.9	1	0.0
CC(C)=N/N=C1\NC(=O)C(Cc2ccccc2)S1 (centres undefined)	10	0.0	-3	-0.1
SMILES	TEAD-YAP block	GPR151 ag	MITF inh	FBW7 activator
O=C1C2C(C(=O)N1c1ccc(Br)cc1)C1C=CC2C12CC2 (centres undefined)	-4	1.4	25	0.2
C/C(CC(=O)Nc1ccc2c(c1)OCCO2)=N\NC(=O)c1ccc(N)cc1	-32	0.1	-7	0.1
O=C(NCCCN1CCCC1=O)c1ccnc(Nc2ccc(N3CCOCC3)cc2)c1	8	0.7	-3	0.2
O=C(Nc1cc2c3c(c1)CCC(=O)N3CCC2)c1ccccc1F	3	-0.3	1	0.1
O=C(Nc1ccc(C(F)(F)F)cc1)NC1(C(=O)NCc2ccco2)CCCCC1	5	-0.6	-2	-0.3
NS(=O)(=O)c1ccc(CCNC(=O)CSc2nc3ccccc3c(=O)n2Cc2ccc3c(c2)OCO3)cc1	20	3.4	2	-0.5
O=[N+]([O-])c1cccc(CN2CCN(S(=O)(=O)c3ccc(Cl)cc3)CC2)c1	3	-0.8	64*	0.1
CCCCCN(C(=O)NC(=O)Nc1ccc(I)cc1)S(=O)(=O)c1ccccc1	3	0.9	1	0.2
CCCC(=O)Nc1cc(-c2nc3ncccc3o2)ccc1C	-1	1.0	2	0.1
CCc1ccc(CNC(=O)C(=O)NCCc2ccccc2)cc1	0	-0.9	-9	0.0
CCOc1ccccc1NC(=O)c1ccc(F)c(S(=O)(=O)NCc2ccc(C)cc2)c1	5	0.7	13	-0.1
Cc1ccc(N2CCN(C(=O)Nc3ccc(Cl)cc3)CC2)cc1	5	1.6	-9	0.0
CCOC(=O)C1=CN(c2ccc(OCC)cc2)C=C(C(=O)OCC)C1c1cccs1	8	-1.0	-10	-0.1
CN(C)c1cc(C(=O)N2CCNCC2)nc(N(C)C)n1	-1	1.4	13	0.4
CCOC(=O)c1cnc2ccc(OC)cc2c1Nc1ccc2c(c1)OCCO2	9	1.0	11	0.0
Cc1ccc(-n2nnnc2CN2CCN(C(=O)Nc3cccc(C)c3)CC2)cc1	11	-1.6	11	0.1
COc1ccc(C(=O)Cn2nnc(-c3ccccc3NC(=O)C(F)(F)F)n2)cc1	-5	0.6	-13	0.1
CN(C(=O)C1CCCO1)c1nnc(C2CCOC2)s1 (centres undefined)	8	-0.3	1	0.1
CC1(C)CC(=O)c2cc3c(N)c(C(N)=O)sc3nc2C1	1	-2.1	13	0.0
CCCCC1C(=O)CC[C@H]2[C@@H]1CC(=O)[C@@H]2CCCCCCC(=O)O (some centres undefined)	/	0.8	13	/
Cc1csc(NC(=O)c2sc3nc4c(C)ccc(C)c4cc3c2N)n1	-42	0.4	-12	-0.2
Cc1ccc(-n2ncc3c(N(CC(C)C)CC(C)C)ncnc32)c(C)c1	-11	1.1	6	0.1
CC[C@@H](Cn1ncc2ccccc2c1=O)NC(=O)C1CCCCC1	4	-1.7	6	0.2
CCOc1ccc(-c2[nH]nc3c2C(c2ccc(OC)c(OC)c2)C(C#N)=C(N)O3)c(OCC)c1 (centres undefined)	-1	-0.3	-5	-0.2
Cc1ccc(NC(=S)N2CCN(C(=O)C3CCCO3)CC2)cc1 (centres undefined)	15	-0.7	5	0.5
SMILES	TEAD-YAP block	GPR151 ag	MITF inh	FBW7 activator
CCOC(=O)CSc1nc(COc2ccccc2)nc2ccccc12	-27	-0.6	3	-0.2
CCCCOc1ccc(-c2nc(C=Nc3ccccc3Cl)c(O)o2)cc1	-12	1.1	-8	0.1
CCC(c1nc2ccccc2c(=O)n1-c1ccccn1)N1C(=O)c2ccccc2C1=O (centres undefined)	0	1.8	11	0.8
COc1ccccc1C1Nc2ccccc2NC2=C1C(=O)CC(C)(C)C2 (centres undefined)	12	-1.0	22	0.4
COc1cccc(C(=O)Oc2cccc(N3C(=O)C4C5CCC(C5)C4C3=O)c2)c1 (centres undefined)	7	-0.4	10	0.1
CCOc1ccc(CN(C)C(=O)Cc2c[nH]c3ccccc23)cc1	1	-0.4	22	0.0
C[n+]1cc(C(=O)NCCO)ccc1/C=N/O	5	2.3	-13	0.0
Cc1cccc(-n2cc(-c3ccccc3)c3c(N4CCN(c5ccc(F)cc5)CC4)ncnc32)c1	-9	1.7	5	0.0
COc1ccccc1OCC(=O)Nc1ccccc1C(=O)NC(C)C	7	0.6	21	0.8
COc1cc(C(=O)Nc2ccc(-c3nc4ccc(C)cc4s3)cc2)c(Br)c(OC)c1OC	-1	-1.4	-2	-0.1
CCCCNC(=O)c1cnc(N2CCN(c3ccccc3OC)CC2)c2ccccc12	13	0.1	2	0.2
Cc1cc(C(=O)N2CCC(C(=O)N(C)C(c3ccccc3C)c3ncccc3C)CC2)no1 (centres undefined)	9	-0.7	5	-0.2
O=C(Nc1ccc(-c2cn3c4c(nnc3n2)CCCC4)cc1)C1CCCO1 (centres undefined)	-21	-1.2	-14	-0.2
CC(C)(C)c1ccc(C2=CSC3=NCCN23)cc1	-1	0.4	15	0.1
O=S(=O)(/C=C/c1ccccc1)N1CCCCC1	-1	1.0	-8	-0.2
CCOC(=O)c1[nH]c(C)c(C(=O)NCCCOC)c1C	-9	2.0	-3	0.1
COc1ccc(C(CC(=O)NCc2ccccc2OC)NS(=O)(=O)c2ccc(F)cc2)cc1 (centres undefined)	-8	0.1	14	0.1
C/C(CCC1CC(C)OC1=O)=N/Nc1nc(-c2ccccc2)cs1 (centres undefined)	-13	-0.6	-7	0.6
CCCc1cc(C(=O)Nc2ccc(OC)cc2)no1	-66	0.8	-10	0.1
C(=N\N1CCOCC1)/c1nc(-c2ccccc2)n2ccccc12	-9	-1.1	5	0.2
COc1ccc(CC(=O)O/N=C(\N)c2ccccc2)cc1	-39	-0.4	-9	0.0
Cn1cc(S(=O)(=O)Nc2cccc(F)c2)c(=O)n(C)c1=O	4	0.9	-6	0.1
CCOc1cccc(C2CC(c3ccc(C)cc3)=NC(c3ccc(Cl)cc3Cl)N2)c1O (centres undefined)	-50	-0.4	20	0.1
O=C(Nc1ccc(Cl)cc1)C1CC(=O)N(Cc2ccc3c(c2)OCO3)C(=Nc2ccccc2)S1 (centres undefined)	-8	-0.3	14	0.2
Cc1cc2cc(CNC(=O)CC3CCCCC3)ccc2[nH]1	-20	-0.5	15	0.2
SMILES	TEAD-YAP block	GPR151 ag	MITF inh	FBW7 activator
CN1CCN(c2ccc(-c3nc4ccc(C(=O)NCCO)cc4s3)cc2)CC1	67*	-1.2	-7	0.0
Nc1nc(NCCOc2ccccc2)cc(Nc2cnccn2)n1	21	-1.2	8	0.0
CC(Oc1ccccc1)C(=O)NNC(=O)c1ccncc1 (centres undefined)	-4	1.0	16	0.1
COc1ccc(Br)c(/C=N/NC(=O)Cc2ccccc2)c1	1	-0.1	6	0.8
CCOC(=O)c1c(-c2ccc(OC)cc2)oc2ccc(OCc3cccc(F)c3)cc12	3	-1.4	-3	0.0
Cc1ccn2c(NCC3CCCO3)c(-c3ccccc3F)nc2c1 (centres undefined)	-29	1.4	-4	0.4
COc1ccccc1OCC(=O)Nc1cccc(-c2nnc(-c3ccccc3)o2)c1	-19	-1.0	1	-0.2
O=C(CN1C(=O)C2C3C=CC(C3)C2C1=O)N1CCN(c2cccc(Cl)c2)CC1 (centres undefined)	16	-1.2	4	-0.1
COc1ccc(Cc2cc(C(=O)NCC(C)C)on2)cc1	-72	-0.6	-6	0.3
CCCN(CCC)CCN1C(=O)C2C(C(=O)Nc3cc(C)cc(C)c3)C3C=CC2(O3)C1C(=O)NC1CCCC(C)C1C (centres undefined)	5	0.4	36	0.1
COC(=O)C1=NNC2(C)C(=O)N(c3ccccc3OC)C(=O)C12 (centres undefined)	7	-0.7	8	0.1
COc1ccccc1NS(=O)(=O)c1cc(C(=O)N2CCN(O)CC2)ccc1C	-9	0.8	12	-0.1
CCSc1nnc(-c2ccccc2)n1N	-6	0.4	-13	-0.1
COc1cc(/C=C2\NC(=O)NC2=O)cc(Br)c1OC	-7	-0.8	-1	-0.2
O=C1C(Cl)=C(NCc2cccs2)C(=O)c2ccccc21	-9	-1.1	9	-0.2
Cc1nc2nc(SCC(=O)Nc3cccc(Cl)c3)nn2c(C)c1Cc1ccccc1Cl	5	0.0	-2	-0.2

In a second layout: entries from further up
Compound | TEAD-YAP block | GPR151 ag | MITF inh | FBW7 activator
COc1ccc(CC(=O)O/N=C(\N)c2ccccc2)cc1 | -39 | -0.4 | -9 | 0.0
Cn1cc(S(=O)(=O)Nc2cccc(F)c2)c(=O)n(C)c1=O | 4 | 0.9 | -6 | 0.1
CCOc1cccc(C2CC(c3ccc(C)cc3)=NC(c3ccc(Cl)cc3Cl)N2)c1O (centres undefined) | -50 | -0.4 | 20 | 0.1
O=C(Nc1ccc(Cl)cc1)C1CC(=O)N(Cc2ccc3c(c2)OCO3)C(=Nc2ccccc2)S1 (centres undefined) | -8 | -0.3 | 14 | 0.2
Cc1cc2cc(CNC(=O)CC3CCCCC3)ccc2[nH]1 | -20 | -0.5 | 15 | 0.2
CN1CCN(c2ccc(-c3nc4ccc(C(=O)NCCO)cc4s3)cc2)CC1 | 67* | -1.2 | -7 | 0.0
Nc1nc(NCCOc2ccccc2)cc(Nc2cnccn2)n1 | 21 | -1.2 | 8 | 0.0
CC(Oc1ccccc1)C(=O)NNC(=O)c1ccncc1 (centres undefined) | -4 | 1.0 | 16 | 0.1
COc1ccc(Br)c(/C=N/NC(=O)Cc2ccccc2)c1 | 1 | -0.1 | 6 | 0.8
CCOC(=O)c1c(-c2ccc(OC)cc2)oc2ccc(OCc3cccc(F)c3)cc12 | 3 | -1.4 | -3 | 0.0
Cc1ccn2c(NCC3CCCO3)c(-c3ccccc3F)nc2c1 (centres undefined) | -29 | 1.4 | -4 | 0.4
COc1ccccc1OCC(=O)Nc1cccc(-c2nnc(-c3ccccc3)o2)c1 | -19 | -1.0 | 1 | -0.2
O=C(CN1C(=O)C2C3C=CC(C3)C2C1=O)N1CCN(c2cccc(Cl)c2)CC1 (centres undefined) | 16 | -1.2 | 4 | -0.1
COc1ccc(Cc2cc(C(=O)NCC(C)C)on2)cc1 | -72 | -0.6 | -6 | 0.3
CCCN(CCC)CCN1C(=O)C2C(C(=O)Nc3cc(C)cc(C)c3)C3C=CC2(O3)C1C(=O)NC1CCCC(C)C1C (centres undefined) | 5 | 0.4 | 36 | 0.1
COC(=O)C1=NNC2(C)C(=O)N(c3ccccc3OC)C(=O)C12 (centres undefined) | 7 | -0.7 | 8 | 0.1
COc1ccccc1NS(=O)(=O)c1cc(C(=O)N2CCN(O)CC2)ccc1C | -9 | 0.8 | 12 | -0.1
CCSc1nnc(-c2ccccc2)n1N | -6 | 0.4 | -13 | -0.1

Compounds were not picked by outcome; any-hit rate near 3.4%.
